E-sel TNF inh = blocks E-selectin expression induced by TNF alpha; HUVEC TNFa-induced E-selectin immunofluorescence, high content; inhibition, % at 2 µM; hit rate 0.71% among 120,000; AID 1246;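 active means inhibition above the batch mean plus 3 SD, and confirmed as a hit on visual image review, cut at about 43% in these data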;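 further: 0% = TNF-stimulated DMSO wells and 100% = unstimulated control wells; not every result past the cut was called active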
NPY-Y2 antag = blocks the human neuropeptide Y Y2 receptor; NPY-Y2 expressing cells, antagonist mode; inhibition, % at 2.7 µM; hit rate 0.99% among 140,000; AID 793; in the data active means inhibition above about 17%;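 further: 0% = vehicle with agonist challenge and 100% = reference antagonist with challenge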
Target sequence (P49146 whole entry, looked up): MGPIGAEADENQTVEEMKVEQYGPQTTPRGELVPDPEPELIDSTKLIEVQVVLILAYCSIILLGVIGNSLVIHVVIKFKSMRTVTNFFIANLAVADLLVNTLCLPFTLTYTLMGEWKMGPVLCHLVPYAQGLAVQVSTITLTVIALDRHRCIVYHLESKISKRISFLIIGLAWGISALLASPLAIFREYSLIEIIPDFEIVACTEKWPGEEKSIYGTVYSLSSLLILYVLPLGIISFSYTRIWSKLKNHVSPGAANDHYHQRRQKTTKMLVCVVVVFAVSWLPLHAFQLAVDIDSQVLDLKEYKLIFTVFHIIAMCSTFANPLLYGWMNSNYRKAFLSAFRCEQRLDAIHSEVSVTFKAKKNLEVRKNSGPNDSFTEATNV
GALR2 blocker = antagonists of human galanin receptor 2 (GALR2); O43603; GALR2-expressing cells, antagonist mode; inhibition, % at 4 µM; hit rate 0.39% among 140,000; AID 828; in the data active means inhibition above about 27%;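 further: cells stimulated with galanin 1-16 at roughly its EC80; 0% = agonist challenge control and 100% = basal control without agonist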
Target sequence (O43603 whole entry, looked up): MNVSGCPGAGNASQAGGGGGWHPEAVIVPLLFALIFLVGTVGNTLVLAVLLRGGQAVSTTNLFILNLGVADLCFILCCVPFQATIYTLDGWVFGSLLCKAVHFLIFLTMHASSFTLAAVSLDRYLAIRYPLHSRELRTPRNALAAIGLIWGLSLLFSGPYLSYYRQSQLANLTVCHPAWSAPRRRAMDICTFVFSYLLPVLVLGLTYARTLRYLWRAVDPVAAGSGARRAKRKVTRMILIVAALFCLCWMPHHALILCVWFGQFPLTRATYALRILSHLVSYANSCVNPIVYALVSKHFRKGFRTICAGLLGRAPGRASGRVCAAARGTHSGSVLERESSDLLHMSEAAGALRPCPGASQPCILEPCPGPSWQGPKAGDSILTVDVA
BB579 growth dn = reduces growth of yeast BB579 in restrictive medium; S. cerevisiae BB579 growth, OD615, 48 h; inhibition, % at 10 µM; hit rate 0.51% among 140,000; AID 804;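 active means inhibition above a set limit, 3 SD over the mean compound inhibition, cut at about 44% in these data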; further: inactives centre near -24
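System: Saccharomyces cerevisiae DeaD strain BB579, replicative lifespan model yeast | Buffer or medium: Restrictive glucose-based CSMM-D medium | Times: 4 h preincubation and 48 h exposure at 30 °C | Detection: OD615 turbidity measurement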
Measles CPE = protection of cells from measles virus | Measles virus-infected cells, CPE protection, absorbance | protection (pct of control), % at 4 µM | hit rate 1.5% among 140,000 | AID 841; in the data active means protection mostly above about 24%, no sharp cut-off; inactive means mostly below about 26%; further: some compounds called inactive have numbers as strong as hits
Yeast lifespan up = extends the lifespan of yeast; S. cerevisiae growth with nicotinamide, OD615; deaD strain in restrictive glucose medium; inhibition of the nicotinamide effect, % at 10 µM; hit rate 0.68% among 130,000; AID 775;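 active means inhibition above a set limit, placed 3 SD over the median of all compounds, cut at about 26% in these data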;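 further: 0% = nicotinamide-treated wells and 100% = cells grown without nicotinamide; some compounds called inactive have numbers as strong as hits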
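System: DeaD-strain S. cerevisiae / Buffer or medium: CSMM-D, restrictive glucose (dextrose) synthetic minimal medium / Probe or stimulus: nicotinamide, 1.5 mM, co-present with compound / Compound: one concentration, 10 µM, DMSO 0.25% / Incubation: 48 h compound exposure at 30 °C, humidified / Technique: optical density (absorbance) at 615 nm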
HCT116 PTEN-null = PTEN-deleted cell growth suppression. HCT116 PTEN-null viability, CellTiter-Glo, 60 h; active compounds read low. viability, % at 10 µM. hit rate 1.2% among 140,000. AID 827;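 active means viability at or below a set limit, 4 SD under the median of all tested compounds, cut at about 3.7% in these data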;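 further: PTEN knockout HCT116 line with beta catenin targeted HCT116 as companion control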
MRP-1 activ = activates MRP-1; H69AR cells + doxorubicin, viability rescue, CellTiter-Glo; viability increase, % at 10 µM; hit rate 0.61% among 140,000; AID 799;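 active means viability gain under doxorubicin at or above a set limit, the compound median plus 3 SD, cut at about 4.7% in these data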;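 further: MRP-1 overexpressing cells given doxorubicin 25 µM after compound pretreatment; 18-22 h compound pretreatment then 72 h with doxorubicin before readout; 0% = doxorubicin-only wells and 100% = vehicle-treated cells without doxorubicin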
bCat KO growth = beta-catenin-lacking colon tumor cell growth suppression; HCT116 beta-catenin knockout viability, CellTiter-Glo, 60 h; active compounds read low; viability, % at 10 µM; hit rate 1.5% among 140,000;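 active means viability at or under a set limit, the compound median less 4 SD, cut at about 6% in these data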;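 further: 0% = Hyamine 1622 control at 20 µM and 100% = untreated cell control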
Phagocyt inh = macrophage phagocytosis inhibition | inhibition, % at 5 µM | J774A.1 macrophage IgG-bead phagocytosis, imaging | hit rate 0.07% among 110,000;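 active means inhibition above the mean of the plate negative controls plus 5 SD, cut at about 13% in these data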;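 further: phagocytic index as fraction of beads internalized from green versus red external bead signal; plate controls were DMSO negative control for no effect and cytochalasin-D positive control for full effect; some results beyond the cut were filed as inactive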
* = called active by the depositor; nt = no result given. Rows were taken by chance; any-hit rate near 6.2%.

SMILES	E-sel TNF inh	NPY-Y2 antag	GALR2 blocker	BB579 growth dn	Measles CPE	Yeast lifespan up	HCT116 PTEN-null	MRP-1 activ	bCat KO growth	Phagocyt inh
Cc1cc(C)nc(SCCC(=O)Nc2ccccc2)n1	nt	1	4	-2	1	-7	98	-0.2	105	-2
CCC12CC3CC(C1)CC(C(=O)O)(C3)C2	-32	2	-5	-26	10	32	96	-0.9	98	0
CCc1c(C)nc2[nH]nc(-c3ccccc3C)n2c1=O	-7	2	-3	-31	12	-14	95	-0.8	87	-1
NC(=NCCc1ccc(Cl)cc1)NS(=O)(=O)c1ccc(F)cc1	nt	0	1	3	8	-1	81	-2.5	88	-12
COc1ccc(C(=O)N=C2CCC(C#N)=C3c4cc(OC)c(OC)cc4CCN23)cc1	nt	5	14	11	19	-5	100	-1.6	100	-9
CCCCCCCC(=O)N/N=C/c1ccc(Br)cc1	-25	4	-7	-12	nt	-10	94	0.3	90	-2
O=C1CS/C(=N\C(=O)N2c3ccccc3Sc3ccccc32)N1	2	-1	1	-40	5	-12	98	-1.4	109	0
CS(=O)(=O)c1ccc2nc(NC(=O)Oc3ccccc3)sc2c1	10	1	-6	-18	5	-1	111	-0.1	95	0
Cc1cc(C)nc(SCc2ccc(C(=O)NNC(=O)Nc3cccc(Cl)c3)cc2)n1	-11	1	6	-35	13	-3	67	-1.0	76	nt
N#CC(C#N)=C1C=CC=CN1/C(=C\c1ccco1)C(=O)c1ccccc1	nt	10	55*	23	0	1	1.8*	-4.8	1.9*	nt
COc1ccc(C(=O)Oc2cc(C)[nH]c(=O)c2[N+](=O)[O-])cc1	-4	0	2	1	7	2	103	-1.2	90	nt
COc1ccc(-c2nc(CS(=O)(=O)CC(=O)NCCc3cc(OC)ccc3OC)c(C)o2)cc1	nt	7	-10	-31	3	-7	73	-0.8	73	nt
Cc1nc(N(C)C)c2sc(=S)n(C)c2n1	nt	-1	-8	13	15	-11	79	1.0	84	0
c1ccc2c(-c3nc(C4CCCCC4)no3)cc(-c3ccncc3)nc2c1	-6	4	-1	-48	15	-10	75	7.6*	66	-5
CCCNS(=O)(=O)c1ccc(CCC(=O)N2CCN(CC)CC2)cc1	10	3	3	-9	4	-1	98	-2.1	101	-1
CC(NC(=O)c1ccccc1Cl)c1nnc(SCC(=O)Nc2ccc(C(=O)O)cc2)n1C (stereo not given)	-6	5	-12	-22	11	nt	100	0.7	99	nt
COc1ccccc1N1CCN(c2nc(-c3ccccc3)cc(C(F)(F)F)n2)CC1	-12	0	-11	-46	4	-15	78	1.4	76	nt
O=C(Nc1ccc(-c2nc3cccnc3s2)cc1)C1CCCO1 (stereo not given)	-5	2	10	-6	3	-5	93	-3.2	92	nt
COc1ccc(CCNS(=O)(=O)c2ccc(C(=O)NCc3ccco3)cc2)cc1OC	22	3	-14	-47	6	-6	92	-1.8	73	0
CC1=C(C(=O)OC(C)C)C(c2cncc(-c3ccc(F)cc3)c2)C(C#N)=C(N)O1 (stereo not given)	nt	5	-5	-29	6	-2	76	-2.3	91	-4
Cc1nn(CC(N)=O)c(=O)c2ccccc12	nt	1	-10	-19	2	-6	81	-2.4	73	0
CCOc1c(Cl)cnn(-c2ccc(C)cc2)c1=O	13	1	7	-15	13	-1	84	-1.8	73	nt
COc1ccc(-c2cn3cccnc3n2)cc1NC(=O)C1CC1	nt	-2	4	-16	17	-10	100	-3.0	96	0
COc1ccccc1NC(=O)CN1C(=O)C(C)Oc2ccccc21 (stereo not given)	-22	3	5	-39	5	-9	90	0.4	100	0
CCOC(=O)CSc1ncc(-c2ccccc2)nn1	nt	5	-8	-60	27	-13	109	-1.1	98	0
COc1ccc(-c2cc(C(F)(F)F)n3ncc(C(=O)NCC4CCCO4)c3n2)cc1OC (stereo not given)	nt	4	1	-29	10	-3	81	-3.1	85	nt
O=c1oc2ccc(Br)cc2cc1S(=O)(=O)c1ccc(F)cc1	27	2	11	-25	7	0	96	-5.0	87	-2
CCN(CC)C(=O)CSc1nnc2sc3ccccc3n12	-74	-2	14	-37	23	nt	113	-3.0	101	0
CS(=O)(=O)N(CC(=O)NCC1CCCO1)c1cc(Cl)cc(Cl)c1 (stereo not given)	15	1	-1	-48	9	-2	108	-0.6	90	-1
CS(=O)(=O)c1ccc(N)cc1	9	0	-4	3	8	-7	95	0.7	97	-1
CCOC(=O)c1ccc(NC(=O)N2CCN(Cc3cccc(F)c3)CC2)cc1	-12	-2	1	-39	11	-6	105	-0.5	89	0
O=C(NNc1nc(-c2ccc(Cl)cc2)cs1)c1ccco1	40	0	8	-24	12	-2	10	-2.5	10	7
O=C(NCc1cccs1)c1cnc2ccccn2c1=O	22	3	-6	-19	16	-9	101	-1.1	91	2
O=C(O)C1C(c2ccccc2)C(C(=O)OCCCO)C1c1ccccc1 (stereo not given)	-5	-1	6	-37	0	6	99	-2.3	87	0
CCOC(=O)C(C(=O)OCC)C(Nc1ccccc1)c1ccccc1 (stereo not given)	nt	2	6	-40	30	2	98	-1.8	94	-10
CCCCCCOC(=O)C(C#N)c1nc2ccccc2nc1N1CCN(C)CC1 (stereo not given)	-4	9	-6	-36	11	-25	25	-7.7	22	1
COc1ccc(-c2nn3c(-c4ccco4)nnc3s2)cc1OC	-7	1	-27	-60	6	-10	89	-1.7	94	nt
O=[N+]([O-])c1ccc(N2CCN(S(=O)(=O)c3ccccc3)CC2)cc1N1CCc2ccccc2C1	-22	0	1	-44	9	6	89	0.4	90	-10
CCOC(=O)N1CCC(N2C(=O)c3ccc(C(=O)O)cc3C2=O)CC1	nt	3	-10	-36	16	-4	103	-1.3	96	-1
O=C(OCC1CC(c2ccccc2)=NO1)c1ccc(Cl)cc1 (stereo not given)	7	3	-7	-23	2	-10	89	-1.4	90	-3
Nc1nc2n(n1)C(c1cccc(Br)c1)CC(c1ccccc1)N2 (stereo not given)	nt	2	-3	-2	15	-8	92	0.4	93	0
O=C(O)c1n[nH]c2c1CCCCC2	17	4	0	-34	15	13	104	0.3	98	0
COc1ccc(-c2csc(NC(=O)c3ccc(OCC(=O)N4CCOCC4)c(OC)c3)n2)cc1	2	0	6	-27	8	-2	80	-3.1	79	-1
CCC(=O)Nc1cccc(NC(=S)NC(=O)c2ccccc2)c1	nt	1	3	-40	10	1	86	-0.1	82	-5
CCOc1ccc(N/C(C)=C/C(=O)c2ccc(C)o2)cc1	17	-1	5	-29	16	-8	103	1.4	107	-1
Cc1ccc(Cl)c(NC(=S)N(CCCN2CCOCC2)Cc2ccco2)c1	-22	5	5	-14	3	-22	81	-2.0	87	1
COc1ccc(C2C(C#N)=C(N)Oc3c2c(-c2ccccc2)nn3-c2ccccc2)c(OC)c1OC (stereo not given)	6	-1	-10	-34	18	2	96	1.7	91	nt
CN(C)c1ccc(C(CNC(=O)c2ccccc2F)c2c[nH]c3ccccc23)cc1 (stereo not given)	18	2	-14	-20	8	7	75	-2.9	81	3
Cc1cccc(OC(C)c2ccnc3nc(/N=C/N(C)C)nn23)c1 (stereo not given)	12	4	-5	-13	14	-5	92	-1.9	88	0
COc1ccccc1N1CCN(S(=O)(=O)c2c(C)ccc3nsnc23)CC1	-2	1	11	-27	7	-10	67	-2.1	65	0
CC1CCN(Cc2c(C#N)c3ccccc3n2C)CC1	16	5	13	-24	10	11	101	-0.2	97	0
O=C(c1cc([N+](=O)[O-])ccc1N1CCN(S(=O)(=O)c2ccc(Cl)c(Cl)c2)CC1)N1CCOCC1	nt	13	15	2	22	-4	80	-0.4	80	-2
COc1ccc(OCC(O)CNC(=O)Nc2ccc(Cl)cc2)cc1 (stereo not given)	nt	2	-6	-19	21	2	93	2.6	90	-1
CCOc1ccc(NC(=O)C2(c3ccc(OC)c(OC)c3)CCCC2)cc1	6	27*	-4	-25	17	2	78	3.5	80	1
CCn1c(SCC(=O)c2ccc3ccccc3c2)nnc1-c1ccco1	15	5	-9	-77	7	-9	108	-0.6	97	0
O=C(OCn1nnc2ccccc2c1=O)c1cn(-c2ccccc2)nc1-c1cccnc1	19	4	-7	-13	7	-21	97	-0.3	98	3
Cc1cccc2nc(Cn3c(=O)n(CCCC(=O)NCc4ccco4)c(=O)c4ccccc43)cc(=O)n12	-8	2	-10	-31	14	-2	78	-1.9	78	-1
CCOC(=O)c1c(NC(=O)c2cccs2)sc2c1CC(C)(C)OC2	-18	8	1	-34	4	-7	86	-2.3	80	0
CC(C)Oc1ccc(Oc2ccc(C(F)(F)F)cn2)cc1	9	3	-18	-52	3	-9	113	1.4	115	0
COc1cccc(CNC(=O)c2cc3oc4ccccc4c3n2C)c1OC	nt	7	0	-78	72*	-4	31	-0.1	42	0

Next part:
SMILES	E-sel TNF inh	NPY-Y2 antag	GALR2 blocker	BB579 growth dn	Measles CPE	Yeast lifespan up	HCT116 PTEN-null	MRP-1 activ	bCat KO growth	Phagocyt inh
O=C(c1ccc2c(Cl)c3c(nc2c1)CCCC3)N1CCC(N2CCCCC2)CC1	9	5	3	5	3	3	46	-4.3	65	nt
CCOC(=O)C1CCCN(C(=O)Cc2ccc(OC)c(OC)c2)C1 (stereo not given)	-21	2	-3	-32	7	4	110	-0.9	87	1
Cc1ccc2c(c1)N(CC(=O)NCc1cccs1)C(=O)C(C)O2 (stereo not given)	20	4	-6	-25	25	-13	99	-1.1	90	nt
CC1CC(=O)C2=C(C1)Nc1ccccc1SC2c1ccc(F)cc1 (stereo not given)	nt	-1	8	-30	5	5	67	0.0	80	-5
CC(C)N1C(=O)S/C(=C/c2ccc3c(c2)n(C)c(=O)n3C)C1=O	31	-3	3	-29	8	-19	61	-3.1	67	4
Cc1c(NC(=O)CSc2nnnn2C)c(=O)n(-c2ccccc2)n1C	1	-1	2	-21	26	-18	88	-1.2	94	nt
Cc1cc(C)c(C#N)c(Nc2ccccc2Cl)n1	nt	8	-2	-11	16	-10	91	1.3	86	2
N#Cc1cc2c([nH]c1=S)CCCC2	13	5	-6	-8	5	0	90	-0.2	92	-1
CC(NC(=O)/C(=C/c1ccc(OC(F)F)cc1)c1ccccc1)c1ccccc1 (stereo not given)	nt	4	0	-15	9	17	71	0.1	78	-4
CC1CCc2sc(C(=O)NN=C3CCC(c4ccccc4)CC3)cc2C1 (stereo not given)	nt	3	17	-29	15	2	98	-0.1	95	nt
C=CCNc1nc(NCc2ccco2)nc(OCC)n1	nt	1	6	-69	2	-8	102	-0.9	110	-1
COc1ccc(N2CCN(Cc3cc(=O)oc4cc5c(cc34)CCCC5)CC2)cc1	nt	0	12	-52	19	-5	94	-2.3	81	-1
COc1ccc(O)c(C(=O)c2cnc3onc(C(C)C)c3c2)c1	nt	3	3	-30	2	2	97	-2.0	94	0
CCCCCCOC(=O)C(C#N)c1nc2ccccc2nc1N1CCOCC1 (stereo not given)	-11	3	-2	-77	26	-7	86	-0.4	83	1
